tim10-1 inh – growth inhibitors of tim10-1 mutant yeast, primary screen, luminescence, uHTS. 330,000 compounds, 2.2% hits. AID 463190, 2010. S. cerevisiae tim10-1 ts strain growth, BacTiter-Glo, 24 h. inhibition, % at 20 µM;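 active means inhibition of at least 40%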;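 further: mutant grown at 25 °C; 0% = DMSO wells with yeast and 100% = wells holding no yeast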
tim23-1 inh – growth inhibitors of tim23-1 mutant yeast, primary screen, luminescence, uHTS | S. cerevisiae tim23-1 growth, BacTiter-Glo luminescence, 24 h | inhibition, % at 20 µM | 330,000 compounds, 1.3% hits;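 active means growth inhibition of the mutant yeast at or above 50%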;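 further: temperature-sensitive mutant grown at 25 °C; plate controls were DMSO-treated mutant yeast for no effect and medium wells lacking yeast for full effect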
Mdm2-MdmX inh – inhibitors of human Mdm2-MdmX association, primary screen, cell-based, luminescence, split luciferase, SaOS-2, uHTS. SaOS-2 split-luciferase Mdm2/MdmX complementation. 330,000 compounds, 3% hits. AID 485346, 2010. inhibition, % at 8 µM;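 active means inhibition of at least 50% at 8 µM in the primary screen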
CXCR6 inh – CXCR6 receptor inhibitors, primary screen, cell-based, beta-arrestin, luminescence, CHO-K1 PathHunter, 1536-well; 360,000 compounds, 0.36% hits; C-X-C chemokine receptor type 6 (Homo sapiens), O00574; inhibition, % at 20 µM; in the data active means inhibition above about 34%, passing the limit was not always enough;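 further: antagonist mode with CXCL16 agonist at 10 nM final; 0% = 10 nM CXCL16 with DMSO and 100% = unstimulated wells without agonist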
Target sequence (O00574 whole entry, looked up): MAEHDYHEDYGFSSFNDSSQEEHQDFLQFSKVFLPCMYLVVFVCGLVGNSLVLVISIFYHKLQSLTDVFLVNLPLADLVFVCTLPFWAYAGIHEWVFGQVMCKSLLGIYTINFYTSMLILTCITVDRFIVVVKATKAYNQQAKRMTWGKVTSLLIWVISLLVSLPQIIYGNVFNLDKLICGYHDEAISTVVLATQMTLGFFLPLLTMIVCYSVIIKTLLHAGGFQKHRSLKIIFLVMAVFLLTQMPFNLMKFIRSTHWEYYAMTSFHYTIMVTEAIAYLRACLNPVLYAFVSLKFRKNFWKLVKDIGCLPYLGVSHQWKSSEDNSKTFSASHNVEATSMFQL
TIM10 inh – growth inhibitors of isogenic TIM10 control yeast, primary screen, counter-screen for tim10-1 yeast inhibitor project, luminescence, uHTS; S. cerevisiae TIM10 strain growth, BacTiter-Glo luminescence, 24 h; inhibition, % at 10 µM; 330,000 compounds, 1.4% hits;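 active means inhibition of 40% or more at the single tested concentration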;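 further: wild-type TIM10 isogenic control strain grown at permissive 25 °C; 0% = DMSO yeast wells and 100% = minimal medium wells without yeast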
APJ antag – antagonists of human apelin receptor APJ, primary screen, CHO-K1 cells, beta-arrestin complementation, luminescence; P35414; inhibition, % at 20 µM; 330,000 compounds, 0.32% hits; AID 2521, 2010;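 active means inhibition above about 40% at 20 µM, limit read from the data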;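 further: cells challenged with 10 nM apelin-13 agonist together with compound; plate controls were apelin-13 plus DMSO wells for no effect and DMSO wells lacking apelin-13 for full effect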
Target sequence (P35414 whole entry, looked up): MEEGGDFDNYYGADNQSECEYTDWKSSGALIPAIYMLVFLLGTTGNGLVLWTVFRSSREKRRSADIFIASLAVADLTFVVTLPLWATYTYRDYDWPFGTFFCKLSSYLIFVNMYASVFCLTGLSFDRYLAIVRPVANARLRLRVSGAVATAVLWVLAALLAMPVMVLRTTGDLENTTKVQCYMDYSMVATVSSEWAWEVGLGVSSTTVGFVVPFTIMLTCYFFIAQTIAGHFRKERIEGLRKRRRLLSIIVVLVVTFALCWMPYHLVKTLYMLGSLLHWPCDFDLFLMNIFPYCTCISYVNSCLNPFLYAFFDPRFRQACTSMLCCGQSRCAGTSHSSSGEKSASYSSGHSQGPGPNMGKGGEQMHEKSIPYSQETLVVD
XBP1 UPR activ – activators of adaptive XBP1 UPR arm, primary screen, cell-based, CHO-XBP1 luciferase reporter, luminescence, uHTS. activation, % at 20 µM. IRE1-XBP1 UPR activation; percent of tunicamycin response, DMSO as zero. AID 463104, 2010. 330,000 compounds, 0.33% hits;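 active means versus positive control, 20 µM dose yields 30% or more activation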;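 further: 100% = tunicamycin at 10 µg/mL and 0% = DMSO only wells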
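incubation = overnight seeding at 37 °C, 6 h compound treatment at 37 °C | assay system = CHO-XBP1 cells stably carrying IRE1-XBP1-driven luciferase reporter | input = 1000 cells per well | detection = luciferase luminescence | dosing = single point, 20 µM final compound, 1% DMSO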
APJ ag – agonists of human apelin receptor APJ, primary screen, CHO-K1 cells, PathHunter beta-arrestin, luminescence; P35414; 0% DMSO wells, 100% apelin; activation, % at 20 µM; 330,000 compounds, 0.11% hits; AID 2520, 2010;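 active means activation more than six SD over the plate average, tested at 20 µM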;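 further: 0% = DMSO alone and 100% = apelin-13 at 10 nM; some results filed as inactive read as strong as hits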
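Assay system: CHO-K1 cells stably expressing ProLink-tagged human APJ and arrestin–beta-gal acceptor. Compound dosing: 20 µM single point, 1% DMSO. Times: 16-18 h seeding, 90 min dark compound exposure, 60 min detection. Detection: beta-gal luminescence. Evaluation: APJ–arrestin association signal. Controls: negative DMSO alone, positive Apelin-13 at 10 nM.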
UPR CHOP act – activators of apoptotic CHOP UPR arm, primary screen, cell-based, CHO-CHOP luciferase reporter, luminescence, uHTS; 330,000 compounds, 0.34% hits; AID 449763, 2010; UPR activation; percent of tunicamycin response over DMSO baseline; activation, % at 10 µM;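 active means at 10 µM dose, activation of 40% or more, normalized to positive control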;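 further: 100% = tunicamycin at 10 µg/mL and 0% = DMSO alone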
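System: CHO-CHOP luciferase reporter cell line; amount: 500 cells/well; buffer or medium: F12 medium containing 10% fetal bovine serum; incubation: 6 h compound exposure at 37 °C after overnight seeding; measured by: luciferase luminescence after 10 min with Steady-Glo reagent; evaluation: % reporter activation, DMSO baseline versus tunicamycin full activation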
Numbers without * were called inactive; . = not tested or not shown. An excerpt (hit frequency here may not be typical).

No.	SMILES	tim10-1 inh	tim23-1 inh	Mdm2-MdmX inh	CXCR6 inh	TIM10 inh
1	CC(C)N1C[C@@]23C=C[C@@H](O2)C(C(=O)OCc2ccccc2)[C@H]3C1=O (stereo not given in full)	-2	15	8	4	0
2	O=C(O)c1ccc(-c2nnc(-c3ccc([N+](=O)[O-])cc3)o2)cc1	4	-1	10	7	5
3	CC(C)(C)[C@H]1COC(=O)[C@@H](Cc2ccc(F)cc2)C/C=C\C[C@@H](CC(=O)N[C@H](CO)Cc2ccccc2)C(=O)N1	12	4	18	-10	8
4	O=C(NCc1nc(-c2ccc(C(F)(F)F)cc2)no1)Nc1ccc(OC(F)(F)F)cc1	36	25	89*	-12	24
5	CCOC(=O)CC1C(=O)NCCN1c1nc2c(C)cccn2c(=O)c1/C=C1\SC(=S)N(C(C)CC)C1=O (stereo not given)	6	28	59*	.	6
6	Cc1ccc(NC(=O)CCCN2C(=O)NC(C)(C)C2=O)cc1	-10	-12	-20	-3	5
7	Cc1ccc(C)c(S(=O)(=O)n2cnc3ccccc32)c1	10	19	26	-2	9
8	O=S(=O)(O)c1nc2ccccc2[nH]1	-5	11	20	-4	3
9	O=C(/C=C/c1ccco1)N1CCN(C/C=C/c2ccccc2)CC1	0	20	21	12	11
10	COCCN(C(=O)CCC(=O)Nc1cc(C)on1)C(C(=O)NC1CCCC1)c1ccccc1C (stereo not given)	-6	13	-20	-4	10
11	Cc1ccsc1C(=O)Nc1cccc(S(=O)(=O)N(C)C)c1	12	13	6	-11	17
12	CCCN1C2CCCC1CC(NC(=O)c1ccccc1Br)C2 (stereo not given)	-10	2	16	11	5
13	C=CCSc1nnc(-c2ccc([N+](=O)[O-])cc2)o1	18	18	-23	-1	14
14	CCOC(=O)c1[nH]c2ccc(OC)cc2c1NS(=O)(=O)c1ccc(Cl)s1	33	9	9	-4	-1
15	COc1ccc(C(=O)Nc2ccccc2C(=O)NC(C(=O)NCc2ccco2)C(C)C)cc1 (stereo not given)	5	4	74*	1	-12

No.	APJ antag	XBP1 UPR activ	APJ ag	UPR CHOP act
1	7	-6	-4	-1.1
2	-16	-3	-3	0.1
3	-4	-1	0	0.3
4	-10	-7	1	1.4
5	15	3	3	7.5
6	11	-4	-2	-3.9
7	14	-2	1	0.1
8	-11	-4	-2	-1.0
9	-18	-2	0	2.1
10	-6	-2	-3	1.1
11	-3	-2	1	1.4
12	-2	1	-2	2.3
13	-13	3	-1	0.9
14	-36	-3	0	3.4
15	18	-3	1	1.0

Next entries:
No.	SMILES	tim10-1 inh	tim23-1 inh	Mdm2-MdmX inh	CXCR6 inh	TIM10 inh
16	OCCOc1ccc(CN2CCCC(N3CCN(c4ccc(F)cc4)CC3)C2)cc1 (stereo not given)	6	9	-10	-1	-1
17	O=C(NCc1ccccn1)Nc1ccc(F)cc1F	-4	2	9	-4	5
18	COc1ccc(CCNC(=O)c2cc(-c3ccncc3)nc3c(Cl)cccc23)cc1OC	32	7	22	7	-1
19	Cc1cc(-c2nnc3n2N=C(C(C)(C)C)CS3)n[nH]1	5	-1	-11	-4	9
20	Cc1nc(C)c(C)nc1C	1	-8	28	.	17
21	C/C(CC(=O)Nc1ccc2c(c1)OCO2)=N\NC(=O)c1ccc(N)cc1	18	11	12	1	9
22	COC(=O)C1=C(C(=O)c2ccc(C)cc2)C(c2ccc(O)c(OC)c2)n2nnnc2N1 (stereo not given)	7	12	11	-2	1
23	COc1cc(CNCc2ccccn2)ccc1OCc1c(Cl)cccc1Cl	31	9	-4	1	-3
24	COc1ccc(CN(C)C(=O)c2cnc(OC)cc2C(F)(F)F)c(OC)c1	16	14	8	-3	-6
25	Cc1cc(Br)ccc1NC(=O)CN(C)C(=O)C1=COCCO1	0	-2	-19	8	6
26	Cc1ccc(C(=O)NCCc2csc(-c3cccnc3)n2)cc1	-31	-21	-8	-6	-30
27	Cc1ccc(CNC(=O)c2sc3nc4c(c(C(F)(F)F)c3c2N)CCC4)cc1	21	18	-19	3	10
28	CCCN(CC(=O)Nc1ccc(C(N)=O)cc1)CC(=O)Nc1ccc(F)c(F)c1F	25	7	8	0	4
29	COCCNc1cc(C)nc2ccccc12	15	6	21	4	-3
30	CC(=O)Nc1ccc(SCC(=O)c2cc(C)n(-c3ccccc3)c2C)cc1	35	54*	65*	-5	48*

No.	APJ antag	XBP1 UPR activ	APJ ag	UPR CHOP act
16	20	0	1	0.4
17	8	-3	-2	0.0
18	-16	0	-2	-1.9
19	3	-1	-4	0.2
20	7	-8	-1	-2.4
21	23	3	0	1.3
22	19	3	-1	-2.1
23	1	0	-4	5.1
24	-16	-5	3	1.3
25	6	-2	-3	1.4
26	-4	3	3	1.3
27	13	0	-4	-0.1
28	-11	4	-2	-0.3
29	3	-2	0	1.4
30	7	-6	-2	-3.1

Following part
No.	SMILES	tim10-1 inh	tim23-1 inh	Mdm2-MdmX inh	CXCR6 inh	TIM10 inh
31	CC1=C/C(=C(/c2ccc(O)c(C)c2)c2ccccc2S(=O)(=O)O)C=CC1=O	11	8	26	41*	13
32	O=c1c(CN2CCN(c3cccc(Cl)c3)CC2)coc2c(Cl)cc(Cl)cc12	39	40	7	9	27
33	C#CCOCCOCCOCCNc1nc(N2CCN(C(=O)[C@H](C)n3cc(CCCN=C(N)N)nn3)CC2)nc(N2CCN(C(=O)[C@H](Cc3ccc(O)cc3)n3cc(CCO)nn3)CC2)n1	-14	6	9	.	3
34	Cc1[nH]c(=O)[nH]c(=O)c1S(=O)(=O)Nc1ccc(Cl)c([N+](=O)[O-])c1	7	4	4	9	-7
35	C=CCNC(=O)/C(=C/c1cccc([N+](=O)[O-])c1)NC(=O)c1ccccc1	-1	4	0	4	-17
36	COc1ccc([N+](=O)[O-])cc1NC(=O)CC(c1ccccc1)c1ccccc1	11	6	12	8	15
37	Nc1cc(N2CCCCC2)c(Cl)cc1[N+](=O)[O-]	35	32	22	8	26
38	CCC1(c2ccccc2)NC(=O)N(CC(=O)NNC(=O)CCN2CCN(c3ccccc3)CC2)C1=O (stereo not given)	-6	11	-5	-2	-2
39	Cc1ccccc1Cn1c([N+](=O)[O-])cnc1C	-15	-6	7	-7	3
40	CCCCc1c(O)nc(SCC(=O)NCC2CCCO2)[nH]c1=O (stereo not given)	12	-1	-18	-10	3
41	C=CC[C@H](CC(=O)NCCO)C(=O)N[C@H](COC(=O)[C@@H](CC=C)Cc1ccc(F)cc1)C(C)(C)C	15	23	-10	5	3
42	Cc1csc(NC(=O)c2ccc(COc3ccccc3)o2)n1	-5	2	-19	0	13
43	COc1ccccc1OCCC(=O)Nc1ccc2c(c1)OCO2	3	15	-13	0	5
44	Cc1ccc(NC(=O)c2cc(S(=O)(=O)N3CCCCC3)c[nH]2)cc1C	-20	-4	27	-1	0
45	COc1cccc(C2/C(=C(/O)c3ccc4c(c3)CC(C)O4)C(=O)C(=O)N2CCCn2ccnc2)c1 (stereo not given)	-10	5	-5	-5	-4

No.	APJ antag	XBP1 UPR activ	APJ ag	UPR CHOP act
31	46*	0	-9	-1.2
32	5	-1	-5	-2.1
33	-4	3	3	-0.1
34	-11	3	-4	0.8
35	1	0	-3	-2.3
36	9	-3	-3	1.0
37	-9	-2	1	-0.8
38	22	1	0	0.5
39	14	0	1	0.1
40	7	-4	-3	-1.1
41	4	2	-1	-0.6
42	-6	1	-1	2.5
43	9	1	-1	1.5
44	-79	1	0	-1.9
45	-19	-2	1	0.3

Next structures follow:
No.	SMILES	tim10-1 inh	tim23-1 inh	Mdm2-MdmX inh	CXCR6 inh	TIM10 inh
46	CN1CCC(N(C)C(=O)c2cc(=O)c3ccccc3o2)CC1	-10	13	16	8	-6
47	COc1ccc(NC(=O)C2CCCN(S(=O)(=O)c3cccnc3)C2)cc1OC (stereo not given)	-3	1	16	1	-22
48	COc1ccc(C2(c3ccc(OC)cc3)NC(=O)N(CC(=O)N(C)c3ccccc3)C2=O)cc1	-6	-2	-1	-4	6
49	COc1ccc(-c2ccc3oc(-c4ccsc4)c(-c4ccc(Br)nc4)c3c2)cc1	-2	4	-68	.	1
50	COc1ccc(NS(=O)(=O)c2cccc(C(=O)N3CCCCCCC3)c2)cc1	9	11	9	4	0
51	CCOC(=O)Cn1c(=O)oc2cc(S(=O)(=O)NC3CCCCC3)ccc21	14	-4	-15	-3	2
52	CC(=O)c1cnc2cc(-c3ccc(Cl)cc3)nn2c1C	8	6	-38	2	0
53	Cc1csc(=NC(=O)c2ccccc2)n1CCO	-7	12	-11	-3	-5
54	O=C(Nc1cccc(C(=O)N2CCCC2)c1)c1ccccc1	13	4	22	2	17
55	O=C(Nc1cc(Cl)ccc1O)C1CC(c2ccccc2Cl)=NO1 (stereo not given)	24	52*	2	14	33

No.	APJ antag	XBP1 UPR activ	APJ ag	UPR CHOP act
46	3	-1	0	-2.0
47	-24	-2	1	0.3
48	12	-5	0	0.1
49	-1	-1	0	3.2
50	-1	0	-1	1.6
51	-1	-1	2	-1.2
52	-6	1	-1	5.0
53	-5	0	-2	-0.3
54	9	-4	-1	-0.7
55	0	-1	-2	2.4

Entries above printed as active in APJ antag:
| # | canonical_smiles | Mdm2-MdmX inh | CXCR6 inh | APJ antag |
| --- | --- | --- | --- | --- |
| 31 | CC1=C/C(=C(/c2ccc(O)c(C)c2)c2ccccc2S(=O)(=O)O)C=CC1=O | 26 | 41* | 46* |

5 structures from above, sorted by heavy-atom count, low to high.
No.	SMILES	tim10-1 inh	tim23-1 inh	Mdm2-MdmX inh	CXCR6 inh	TIM10 inh
19	Cc1cc(-c2nnc3n2N=C(C(C)(C)C)CS3)n[nH]1	5	-1	-11	-4	9
7	Cc1ccc(C)c(S(=O)(=O)n2cnc3ccccc32)c1	10	19	26	-2	9
11	Cc1ccsc1C(=O)Nc1cccc(S(=O)(=O)N(C)C)c1	12	13	6	-11	17
25	Cc1cc(Br)ccc1NC(=O)CN(C)C(=O)C1=COCCO1	0	-2	-19	8	6
50	COc1ccc(NS(=O)(=O)c2cccc(C(=O)N3CCCCCCC3)c2)cc1	9	11	9	4	0

No.	APJ antag	XBP1 UPR activ	APJ ag	UPR CHOP act
19	3	-1	-4	0.2
7	14	-2	1	0.1
11	-3	-2	1	1.4
25	6	-2	-3	1.4
50	-1	0	-1	1.6

Assay outcomes: PubChem BioAssay, Sanford-Burnham Center for Chemical Genomics
